LYP inhibition = inhibitors of LYP phosphatase, biochemical, fluorescence intensity, uHTS (AID 1779) | recombinant LYP phosphatase, fluorescence intensity; higher % means a stronger effect | one-dose inhibition, % at 11.5 µM; IC50 in µM for titrated hits | hit rate 0.054% among 290,000; in the data active means inhibition above about 50%;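 further: plate controls were vehicle with enzyme for no effect and no enzyme for full effect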
Active calls of the source: *. An excerpt (hit frequency here may not be typical).

SMILES	LYP inhibition
CC(=O)N1c2ccc(S(=O)(=O)N(C)Cc3ccco3)cc2CC1C (configuration not stated)	-10%
COc1ccc(-c2nc(N)nc(C(F)(F)F)c2-c2ccccc2OC)c(O)c1	-2%
CC1Sc2ccc(S(=O)(=O)CCC(=O)N3CCN(c4ccccc4F)CC3)cc2NC1=O (configuration not stated)	-12%
N#Cc1cccc(Nc2c3c(nc4ccccc24)CCC3)c1	0%
O=C(N1CCOCC1)N1CCN(S(=O)(=O)c2ccc(Cl)cc2)C1	-6%
CN(CC(=O)N1CCOCC1)S(=O)(=O)c1cc(Cl)ccc1Cl	-10%
Cc1ccccc1NC(=O)C1CCN(C(=O)NC2CCCCC2)CC1	-7%
O=C(c1cc(COc2cccc(C(F)(F)F)c2)on1)N1CCc2ccccc2C1	-4%
CCCCN(Cc1cc2ccccc2[nH]c1=O)S(=O)(=O)c1ccc(C)cc1	-10%
Cc1c(C(=O)Nc2cc(F)cc(F)c2)cnn1-c1ccccc1	-3%
CC1Sc2ccc(S(=O)(=O)N3CCC(C(=O)NCc4ccccc4)CC3)cc2NC1=O (configuration not stated)	-8%
CCN(C(=O)CCS(=O)(=O)c1cccc2nsnc12)c1cccc(C)c1	-7%
O=C(NC1CCCC1)[C@@H]1CSC2c3ccccc3C(=O)N21 (some centres not stated)	-9%
Cc1c(C(=O)N2CCN(Cc3ccc4c(c3)OCO4)CC2)sc2ncnc(N3CCN(c4ccccc4)CC3)c12	-5%
N#C/C(=C\c1cccc(O)c1)C(=O)N1CCCCC1	-5%
CN(C)C(CNc1ncnc2ccccc12)c1c(F)cccc1Cl (configuration not stated)	-9%
CN(C)S(=O)(=O)c1ccc(C(=O)Nc2ccc3c(c2)CCC3)cc1	-8%
O=C(c1ccc2nc(Cc3cccc(Cl)c3)oc2c1)N1CCC[C@H]1CO	0%
O=C(NCC(=O)N1CCN(c2ncc(C(F)(F)F)cc2Cl)CC1)c1ccc(Br)o1	-3%
CCCCN(CC)CCNC(=O)C1CCCN(S(=O)(=O)c2cccc3nsnc23)C1 (configuration not stated)	-12%
O=C(NC1CCCC1)C1CC(=O)N(c2ccc(F)c(Cl)c2)C1 (configuration not stated)	-7%
CCOC(=O)C1=C(C)N(C)C(=O)NC1c1c(OC)ccc2ccccc12 (configuration not stated)	-4%
COc1ccc(NC(=O)NNC(=O)COc2ccc3cc(Br)ccc3c2)cc1OC	-15%
Cc1ccc(S(=O)(=O)CC(=O)c2cc3cccc(C)c3oc2=O)cc1	-4%
O=C(N/N=C/c1cn(Cc2cccc(F)c2)c2ccccc12)c1cc(O)cc(O)c1	0%
SMILES	LYP inhibition
CC1(C)Cc2c(c(N3CCOCC3)nc3sc(C(=O)Nc4ccccc4)c(N)c23)CO1	-12%
CC(C)(C)OC(=O)CNC(=O)c1nc[nH]c1C(=O)N1CCc2ccccc2C1	-14%
COc1ccc(C)cc1NC(=O)NC1CCCCCCC1	1%
CCOc1ccc(S(=O)(=O)N2CCC(C(=O)Nc3cccc(NC(C)=O)c3)CC2)cc1	-8%
C/C(=N\NC(=O)Cc1ccc([N+](=O)[O-])cc1)c1cccnc1	-3%
Cc1cc(N2C(=O)C(O)=C(C(=O)c3cc4ccccc4o3)C2c2ccc(Br)cc2)no1 (configuration not stated)	2%
Cc1ccc(Cl)cc1NC(=O)NCCN1CCCCC1	-5%
O=C(O)/C(=C\c1ccc(-c2ccccc2[N+](=O)[O-])o1)c1ccccc1	-3%
Cc1cc(=O)oc2c(C)c(OC(C)C(=O)NCc3ccccn3)ccc12 (configuration not stated)	-7%
Cc1ccc(-n2nc3c(N4CCC(C(=O)NCCc5cccs5)CC4)nnc(C)c3c2C)cc1	-8%
CC(C)CNC(=O)c1ccccc1N(Cc1ccccc1)S(C)(=O)=O	-8%
O=C(N/N=C/c1ccccc1)c1cc[n+]([O-])cc1	-5%
CCCc1ccc2oc(C(=O)N3CCC(N4CCCC(O)C4)CC3)c(C)c2c1 (configuration not stated)	-15%
CCN(CC)S(=O)(=O)c1ccc(O)c(C(=O)OCC(=O)N2CCCC2)c1	-9%
COc1cccc(C(=O)Nc2nnc(SCC(=O)NC3CCCC3)s2)c1	-12%
COc1ccccc1NC(=O)CSc1nc2sc3c(c2c(=O)n1-c1ccccc1)CCN(C)C3	-3%
CS(=O)(=O)c1nc(S(=O)(=O)c2ccc(Cl)cc2)c(N2CCCCCC2)s1	-8%
COc1ccc(CCn2c(=N)c(C(=O)NCC3CCCO3)cc3c(=O)n4ccccc4nc32)cc1 (configuration not stated)	-10%
Cc1cc(NC(=O)CCC(=O)N(C(C(=O)NC(C)(C)C)c2ccccc2Cl)C(C)(C)C)no1 (configuration not stated)	-5%
Cn1ncc(Cl)c1C(=O)N1CCN(c2ccc(F)cc2)CC1	-4%
CCN(CC)c1ccc(/C=C2\SC(N)=NC2=O)cc1	-2%
Cc1cccc(C(=O)Nc2ccc(S(=O)(=O)N3CCOCC3)cc2C)c1	-7%
COc1ccc(OC)c(S(=O)(=O)N/N=C(/C)c2ccc3c(c2)OCO3)c1	-10%
CC(C)[C@H](NC(=O)c1ccccc1F)C(=O)NCc1ccc(S(N)(=O)=O)cc1	-6%
CC(C)c1ccc(NC2CCCN(C(=O)CCN3CCOCC3)C2)cc1 (configuration not stated)	-9%

Arranged by length of the SMILES (lowest first): part of the list above
SMILES	LYP inhibition
CCN(CC)c1ccc(/C=C2\SC(N)=NC2=O)cc1	-2%
O=C(N/N=C/c1ccccc1)c1cc[n+]([O-])cc1	-5%
C/C(=N\NC(=O)Cc1ccc([N+](=O)[O-])cc1)c1cccnc1	-3%
COc1ccccc1NC(=O)CSc1nc2sc3c(c2c(=O)n1-c1ccccc1)CCN(C)C3	-3%
Cc1cc(NC(=O)CCC(=O)N(C(C(=O)NC(C)(C)C)c2ccccc2Cl)C(C)(C)C)no1 (configuration not stated)	-5%

(listing goes on)
SMILES	LYP inhibition
COc1ccc2[nH]c(=O)c(CN(C(C)=O)c3ccc(C)c(C)c3)cc2c1	-12%
CC(C)c1cc(NCCOCCO)n2c(nc3ccccc32)c1C#N	-16%
CCOc1ccccc1NC(=O)c1cc(S(=O)(=O)N2CCOCC2)ccc1C	-6%
Cc1ccc(NC(=O)CN2CCc3cc4c(cc3C2)OCCCO4)cc1	-6%
C[C@@]12CCC3[C@@](CC[C@@H]4[C@](C)(C(=O)O)CCC[C@@]34C)(C[C@H]1O)C2 (some centres not stated)	0%
COc1ccc(CNC(=O)CN(C(=O)c2snc(C(N)=O)c2N)c2ccc(OC)c(OC)c2)cc1	-5%
O=C(c1cc(Cl)ccc1OCc1ccccc1)N1CCOCC1	-5%
CCN(CC(=O)NCc1ccc(Cl)cc1)C(=O)C(C)Sc1ccccc1 (configuration not stated)	-4%
CCn1c(CNS(=O)(=O)c2ccc(Br)cc2)n[nH]c1=S	-11%
Cc1ccc(CNC(=O)c2ccc(NS(=O)(=O)c3cccs3)cc2)cc1	-9%
O=C(Nc1nccs1)c1ccc(Br)s1	-7%
CCc1noc(C)c1C(=O)Nc1ccc(C(F)(F)F)cc1	-9%
COc1cc2cc(C(=O)Nc3ccc4c(c3)OCCO4)[nH]c2cc1OC	-2%
Cc1ccc(S(=O)(=O)N(CC(=O)NCCSc2ccccn2)c2ccccc2F)cc1	-11%
Cc1cc(C)c(S(=O)(=O)N2CCOC2CNC(=O)C(=O)NCCc2ccc(S(N)(=O)=O)cc2)c(C)c1 (configuration not stated)	-6%
CCOC(=O)N1CCN(S(=O)(=O)c2ccc(C(=O)N(CCN(CC)CC)c3nc4ccc(C)cc4s3)cc2)CC1	-10%
O=C(NS(=O)(=O)Nc1ccccn1)c1c[nH]c2ccccc12	-10%
CCn1c(SCC(=O)Nc2nccs2)nnc1C1CC1	-12%
COc1ccc(N2CC(C(=O)Nc3nc4ccc(F)cc4s3)CC2=O)c(OC)c1 (configuration not stated)	-6%
CC(=O)COc1ccc2cc(-c3ccccc3)c(=O)oc2c1	-53%
CNS(=O)(=O)c1cn(CC(=O)NCc2ccccc2OC)cc1S(=O)(=O)NC	0%
O=C(O)c1ccc(NS(=O)(=O)c2cccc(C(=O)Nc3ccccc3[N+](=O)[O-])c2)cc1	2%
COc1ccc(C(=O)O)cc1S(=O)(=O)NCc1cccnc1	-1%
Cc1cc(C)c(S(=O)(=O)N2CCCC2=O)c(C)c1N(C)S(C)(=O)=O	-5%
S=C(NCCNC(=S)Nc1ccccc1)Nc1ccccc1	-12%

Part of the list above in another layout:
compound,LYP inhibition
O=C(c1cc(COc2cccc(C(F)(F)F)c2)on1)N1CCc2ccccc2C1,-4%
CCCCN(Cc1cc2ccccc2[nH]c1=O)S(=O)(=O)c1ccc(C)cc1,-10%
Cc1c(C(=O)Nc2cc(F)cc(F)c2)cnn1-c1ccccc1,-3%
CC1Sc2ccc(S(=O)(=O)N3CCC(C(=O)NCc4ccccc4)CC3)cc2NC1=O (configuration not stated),-8%

At a glance, 7 of the compounds above:
SMILES	LYP inhibition
COc1ccc(N2CC(C(=O)Nc3nc4ccc(F)cc4s3)CC2=O)c(OC)c1 (configuration not stated)	-6%
CC(=O)COc1ccc2cc(-c3ccccc3)c(=O)oc2c1	-53%
CNS(=O)(=O)c1cn(CC(=O)NCc2ccccc2OC)cc1S(=O)(=O)NC	0%
O=C(O)c1ccc(NS(=O)(=O)c2cccc(C(=O)Nc3ccccc3[N+](=O)[O-])c2)cc1	2%
COc1ccc(C(=O)O)cc1S(=O)(=O)NCc1cccnc1	-1%
Cc1cc(C)c(S(=O)(=O)N2CCCC2=O)c(C)c1N(C)S(C)(=O)=O	-5%
S=C(NCCNC(=S)Nc1ccccc1)Nc1ccccc1	-12%

Back to the main list; the 3 compounds before the break are reprinted first.
SMILES	LYP inhibition
COc1ccc(C(=O)O)cc1S(=O)(=O)NCc1cccnc1	-1%
Cc1cc(C)c(S(=O)(=O)N2CCCC2=O)c(C)c1N(C)S(C)(=O)=O	-5%
S=C(NCCNC(=S)Nc1ccccc1)Nc1ccccc1	-12%
O=C(COC(=O)Cn1nnc2ccccc21)NC1CCCC1	-8%
COc1ccc(NC(=O)c2cccc(N3C(=O)C4CCC(C)CC4C3=O)c2)c(OC)c1 (configuration not stated)	-1%
O=C(Cn1cc(C(=O)C2CC2)c2ccccc21)Nc1ccccc1Cl	-8%
COc1cccc(NC(=O)CCCCCN2C(=O)[C@@H]3Cc4ccccc4CN3C2=O)c1	-5%
CN(C)c1ccc(C(=O)OCC(=O)NCCNC(=O)COC(=O)c2ccc(N(C)C)cc2)cc1	-3%
CCOC(=O)CNC(=O)CSc1ccc(-c2nc3ccccc3[nH]2)cn1	3%
CC(=O)Nc1cc2c3c(c1)CC(=O)N3CCC2	-12%
CN(C)S(=O)(=O)c1ccc(Cl)c(C(=O)NCCNC(=O)c2cc(S(=O)(=O)N(C)C)ccc2Cl)c1	-9%
COc1ccc(-c2csc3ncnc(N4CCN(c5cccc(OC)c5)CC4)c23)cc1	2%
O=C(NC1Cc2ccccc2C1)c1cc(COc2cccc(C(F)(F)F)c2)on1	-13%
Cc1ccc(C(=O)NC(C)c2nnc(SCC(=O)NC3CCCC3)n2C)cc1 (configuration not stated)	-6%
CN(C)CCN(Cc1ccccc1)S(=O)(=O)c1ccc(-c2ccc(=O)[nH]n2)s1	-4%
CC(C)(C)Nc1nc(Cl)nc(Nc2ccccc2)n1	-3%
Cc1ccc(NC(=O)c2sc3ncnc(N4CCN(c5ccccn5)CC4)c3c2C)c(C)c1	-4%
O=C(Nc1ccc(Br)cc1)N1CCc2ccccc2C1	-3%
COc1cccc(-n2c(SCC(=O)NCC3CCCO3)nc3c(c2=O)SCC3)c1 (configuration not stated)	-9%
O=C(NCCc1ccccc1)C1CC1	-7%
C=CCn1c(C(CC)CC)nc2ccccc21	-3%
O=C(CSc1nc2ccccc2c(=O)n1CC1CCCO1)Nc1ccc(F)cc1 (configuration not stated)	-7%
Cc1ccccc1C(=O)Nc1cccc(C(=O)N/N=C/c2ccc3c(c2)OCO3)c1	-2%
CC(C)C[C@H](NC(=O)[C@H]1N2C(=O)c3ccccc3C2SC1(C)C)C(=O)N[C@@H](Cc1ccccc1)C(=O)O (some centres not stated)	-12%
O=C(COc1ccc2ccc(=O)oc2c1)Nc1ccc(CN2CCOCC2)cc1	-9%
Cc1cc[n+](C(C)C(=O)c2ccc(Cl)cc2)cc1 (configuration not stated)	-6%
COc1cccc(C(=O)NCC(=O)NCc2cc(=O)n(C)c(=O)n2C)c1OC	-6%

Compound activity deposited in PubChem BioAssay by Sanford-Burnham Center for Chemical Genomics.
